PERK inhibitor: human PERK inhibition, primary cell-based screen; inhibition, % at 5.6 µM; CHO PERK-DD fusion, SEAP luminescence translation reporter; Q9NZJ5; 220,000 compounds, 0.17% hits;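 active means inhibition above the mean inhibition of all tested compounds plus 3 SD, set separately per screening campaign, cut at about 2.9% in these data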;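 further: PERK kinase domain activated by AP20187 dimerizer at 100 nM; 0% = DMSO with dimerizer and 100% = rapamycin at 8.4 µM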
Thrombin inh: blocks human thrombin protease activity; P00734; alpha-thrombin, Boc-VPR-AMC fluorogenic substrate cleavage; inhibition, % at 5 µM; 220,000 compounds, 0.26% hits;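 active means inhibition at or above 40%; inactive means inhibition below 40%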;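 further: 0% = enzyme with no compound and 100% = wells without enzyme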
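Material: human alpha-thrombin enzyme / Medium: pH 7.5 Tris (50 mM) with NaCl 150 mM, Tween 20 0.05% / Compound: single-point dosing at 5 µM, 0.2% DMSO / Incubation: enzyme reaction carried out at room temperature / Detection: AMC fluorescence, 355/460 nm / Read-out basis: percent inhibition scaled between no-compound controls and no-enzyme blanks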
Rad51 HR inh: blocks human Rad51 in homologous recombination | 200,000 compounds, 0.085% hits | inhibition, % at 10 µM | Q06609 | AID 1385 | hRad51 DNA strand exchange, fluorescence dequenching;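 active means inhibition above 40% at the single screening dose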;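 further: 0% = DMSO control wells and 100% = blanks with heterologous ssDNA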
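Test system – preformed human Rad51 ssDNA filaments · Reagent – Donor/quencher-labelled 47-bp dsDNA substrate · Incubation – 37 °C 15-min filament assembly, 30-min compound preincubation, 15-min exchange · Signal – FRET fluorescence dequenching, excitation 485 nm, emission 520 nm · Read-out – percent inhibition from fluorescence, normalised to plate control and blank means · Benchmarks – plate control and blank wells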
FXIIa inh: blocks human coagulation factor XIIa protease activity. 220,000 compounds, 0.3% hits. purified FXIIa, Boc-QGR-AMC fluorogenic substrate, 2 h. P00748. inhibition, % at 5 µM; in the data active means inhibition above about 40%;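 further: 0% = enzyme with no compound and 100% = blank without enzyme; many of its hits are not listed in these tables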
FXIa inh 1536: inhibitors of human coagulation factor XIa | inhibition, % at 5 µM | 220,000 compounds, 0.14% hits | purified FXIa, Boc-Glu-Ala-Arg-AMC fluorogenic substrate | AID 798;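 active means inhibition of at least 40%; inactive means inhibition below 40%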;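 further: fluorescence of freed AMC excited at 355 nm; 0% = enzyme without compound and 100% = no enzyme blank; many of its hits are not listed in these tables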
Cl transport mod: modulators of human KCC2 chloride dependent transport. Q9H2X9. KCC2 cells, thallium flux FluoZin-2 fluorescence. B-score of Tl+ flux slope (higher = more flux/activation; lower = inhibition) at 10 µM. 190,000 compounds, 2.2% hits;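 active means thallium flux slope and its plate-corrected score both differing from the plate sample mean at a set confidence after two filtering rounds, in either direction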;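 further: slope of fluorescence scaled to starting intensity during 10 to 20 s after thallium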
Target sequence (Q9H2X9 whole entry, looked up): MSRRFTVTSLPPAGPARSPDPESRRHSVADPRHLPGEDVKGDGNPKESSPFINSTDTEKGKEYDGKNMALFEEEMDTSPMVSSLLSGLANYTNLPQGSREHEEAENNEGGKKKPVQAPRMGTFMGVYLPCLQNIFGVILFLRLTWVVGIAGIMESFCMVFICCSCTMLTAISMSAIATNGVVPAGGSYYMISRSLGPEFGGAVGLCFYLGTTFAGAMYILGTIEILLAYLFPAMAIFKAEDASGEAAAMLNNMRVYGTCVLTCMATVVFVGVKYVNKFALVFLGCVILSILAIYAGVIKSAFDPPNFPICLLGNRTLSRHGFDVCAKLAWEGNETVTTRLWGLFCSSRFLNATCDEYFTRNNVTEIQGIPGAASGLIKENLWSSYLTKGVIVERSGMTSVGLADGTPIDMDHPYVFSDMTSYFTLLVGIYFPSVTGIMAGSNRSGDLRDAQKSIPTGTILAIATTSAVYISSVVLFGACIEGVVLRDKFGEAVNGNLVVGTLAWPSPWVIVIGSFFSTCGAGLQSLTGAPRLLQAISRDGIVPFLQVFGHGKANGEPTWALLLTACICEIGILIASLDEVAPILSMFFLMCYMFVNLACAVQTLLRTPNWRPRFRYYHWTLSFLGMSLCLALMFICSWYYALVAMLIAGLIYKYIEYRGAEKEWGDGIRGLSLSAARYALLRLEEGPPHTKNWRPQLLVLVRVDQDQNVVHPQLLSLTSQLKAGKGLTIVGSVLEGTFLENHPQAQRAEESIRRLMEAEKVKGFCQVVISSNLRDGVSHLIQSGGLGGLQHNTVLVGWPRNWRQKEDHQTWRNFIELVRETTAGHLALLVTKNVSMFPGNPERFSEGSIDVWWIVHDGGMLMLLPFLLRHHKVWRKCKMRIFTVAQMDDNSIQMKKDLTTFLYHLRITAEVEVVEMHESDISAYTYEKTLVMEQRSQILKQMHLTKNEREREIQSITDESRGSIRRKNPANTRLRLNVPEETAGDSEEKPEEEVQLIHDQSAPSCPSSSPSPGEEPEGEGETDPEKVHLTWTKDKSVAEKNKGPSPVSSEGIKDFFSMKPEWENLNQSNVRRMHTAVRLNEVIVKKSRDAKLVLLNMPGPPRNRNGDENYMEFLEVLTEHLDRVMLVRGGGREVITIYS
Calpain2 inh: inhibitors of pig calpain II; inhibition, % at 16 µM; AID 1236; 220,000 compounds, 0.37% hits; purified calpain II, fluorogenic peptide substrate, 30 min;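 active means inhibition above about 50%, limit read from the data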
Furin inhibitor: inhibitors of human furin | purified furin, fluorogenic substrate cleavage | inhibition, % at 30 µM | 220,000 compounds, 0.061% hits | AID 463115; in the data active means inhibition above about 25%; further: inactives centre near -15
KLK5 inh: blocks human kallikrein 5 protease activity; recombinant hK5, fluorogenic AMC substrate cleavage; inhibition, % at 5 µM; Q9Y337; 210,000 compounds, 0.59% hits; AID 873;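 active means inhibition of 40% or more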;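 further: 0% = enzyme controls without compound and 100% = no-enzyme blanks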
* hit, by the source's call; / = no result given; [ ] = another dose, or the depositor's remark. Some of the compounds tested; the hit share may differ from the screen's.

Preview:
SMILES	PERK inhibitor	Thrombin inh	Rad51 HR inh	FXIIa inh	FXIa inh 1536	Cl transport mod	Calpain2 inh	Furin inhibitor	KLK5 inh
Cc1cccc(N2CCN(C(=O)c3cc(=O)[nH]c4ccccc34)CC2)c1C	-0.7	8	10	7	-1	-0.84	-21	-18	-4
N#C/C(=C(/O)COC(=O)CCC1CCCCC1)c1nc2ccccc2[nH]1	0.3	-2	-10	-14	-21	-0.061	2	-7[20 µM]	-93
Cc1nn(-c2ccccc2)c(Cl)c1C(=O)Nc1ccc(N2CCOCC2)cc1	-0.2	-1	3	8	1	0.096	-11	-28	1
CC(C)CCNc1nc(N)c([N+](=O)[O-])c(NCC2CCCO2)n1 (stereo unspecified)	-0.4	-9	4	8	8	-0.87	19	9	-14
COc1ccc(OC)c(S(=O)(=O)N2CCC(C(=O)NCCC3=CCCCC3)CC2)c1	-0.7	16	-3	21	12	-0.00092	18	-19	30
CC(C)Cn1c2c(c(O)c(C(=O)Nn3c(Cc4ccccc4)nc4ccccc4c3=O)c1=O)CCCC2	-0.6	-2	/	6	3	-0.13	-11	-7	-11
Cc1cc2n(n1)SC(Nc1ccc(F)c(Cl)c1)N2 (stereo unspecified)	0.0	6	2	15	9	-1.1	-14	-21[20 µM]	22
Cc1ccc(NC(=O)c2noc3c2CCCCC3)cc1C	0.2	26	/	-4	-14	-0.048	-23	-17	-20
COc1ccccc1/C=C1\S/C(=N/NC(=O)c2cccc(Br)c2)NC1=O	-0.2	5	2	18	-2	/	-61	-8[20 µM]	-38
COc1ccc(NC(=O)Nc2nnc(-c3ccccc3F)s2)cc1	-0.4	-3	-1	10	1	1.4	-2	-22	4

The list itself, previewed entries included:
SMILES	PERK inhibitor	Thrombin inh	Rad51 HR inh	FXIIa inh	FXIa inh 1536	Cl transport mod	Calpain2 inh	Furin inhibitor	KLK5 inh
Cc1cccc(N2CCN(C(=O)c3cc(=O)[nH]c4ccccc34)CC2)c1C	-0.7	8	10	7	-1	-0.84	-21	-18	-4
N#C/C(=C(/O)COC(=O)CCC1CCCCC1)c1nc2ccccc2[nH]1	0.3	-2	-10	-14	-21	-0.061	2	-7[20 µM]	-93
Cc1nn(-c2ccccc2)c(Cl)c1C(=O)Nc1ccc(N2CCOCC2)cc1	-0.2	-1	3	8	1	0.096	-11	-28	1
CC(C)CCNc1nc(N)c([N+](=O)[O-])c(NCC2CCCO2)n1 (stereo unspecified)	-0.4	-9	4	8	8	-0.87	19	9	-14
COc1ccc(OC)c(S(=O)(=O)N2CCC(C(=O)NCCC3=CCCCC3)CC2)c1	-0.7	16	-3	21	12	-0.00092	18	-19	30
CC(C)Cn1c2c(c(O)c(C(=O)Nn3c(Cc4ccccc4)nc4ccccc4c3=O)c1=O)CCCC2	-0.6	-2	/	6	3	-0.13	-11	-7	-11
Cc1cc2n(n1)SC(Nc1ccc(F)c(Cl)c1)N2 (stereo unspecified)	0.0	6	2	15	9	-1.1	-14	-21[20 µM]	22
Cc1ccc(NC(=O)c2noc3c2CCCCC3)cc1C	0.2	26	/	-4	-14	-0.048	-23	-17	-20
COc1ccccc1/C=C1\S/C(=N/NC(=O)c2cccc(Br)c2)NC1=O	-0.2	5	2	18	-2	/	-61	-8[20 µM]	-38
COc1ccc(NC(=O)Nc2nnc(-c3ccccc3F)s2)cc1	-0.4	-3	-1	10	1	1.4	-2	-22	4
COc1ccc(C(=O)CN2C(=O)C(C)(C)Oc3ccc(C(=O)N4CCCCCC4)cc32)cc1	-0.7	8	-7	15	5	-0.035	18	-14	-23
O=C(NCc1ccccn1)NC12CC3CC(CC(C3)C1)C2	0.3	-6	1	-2	-6	-0.18	-13	-16[20 µM]	-6
CCOCCCNS(=O)(=O)c1ccc(NC(=O)N2c3ccccc3Sc3ccccc32)cc1	-0.3	-1	5	8	1	/	-5	-7[20 µM]	-6
CCOc1ccc(C(=O)NC(C(=O)NCC2CCCO2)C(C)C)cc1 (stereo unspecified)	0.7	0	-25	9	-1	-0.12	9	-19	0
O=C(Cn1nnc2ccccc21)N/N=C\c1cccs1	1.0	-4	-5	7	5	1.1	8	-13	-9
O=S(=O)(/N=C(\[O-])C[n+]1ccccc1)c1ccc(Cl)cc1	0.5	-6	-4	2	-15	0.37	-15	-16	23
O=C(C1=C(O)C(=O)N(Cc2ccco2)C1c1ccccc1)c1cccs1 (stereo unspecified)	0.5	3	-2	7	3	/	34	-14[20 µM]	4
Cc1ccc(S(=O)(=O)N2CCC(N3CCCCCC3)CC2)cc1	1.9	-2	-6	11	9	1.8	-2	-18	5
CCOc1ccccc1N1CCN(C(=O)c2c(-c3ccccc3Cl)noc2C)CC1	0.5	-6	3	-1	1	0.22	-6	-7	-13
O=c1[nH]c(=O)n(Cc2ccccc2)c2nc(-c3cccs3)n(CCO)c12	-0.3	0	/	8	1	0.38	-15	-19	-1
COc1ccc(NC(=O)Nc2ccccc2SC)c(OC)c1	0.5	-1	8	8	0	0.014	23	-26	3
COc1ccc(/C=N/NS(C)(=O)=O)c(OC)c1	0.6	-11	4	4	-11	1.4	21	-10	-2
O=C(NCc1ccc2c(c1)OCO2)c1cccc(C(=O)NCc2ccc3c(c2)OCO3)c1	0.5	-1	-7	-3	-6	/	5	-13	-16
C=CC[n+]1ccc2ccccc2c1C	2.4	-2	/	7	-1	0.19	9	-35	6
CCCCN1C=CC(=C2C(=O)c3ccccc3C2=O)C=C1	0.6	-9	-40	7	1	0.39	10	-18	7
COc1ccc(S(=O)(=O)Nc2ccc3c(c2)OCO3)cc1OC	0.4	-5	-3	8	-10	/	15	-5	9
COC1(OC)N=C(N)C2(C#N)C(c3ccccc3)NC(C)=CC12C#N (stereo unspecified)	0.1	-2	3	12	7	-0.83	-51	-19[20 µM]	-4
CCn1c(SCC(=O)Nc2nc(C)c(C)s2)nnc1-c1cccnc1	-1.4	-9	0	-1	-10	0.56	-39	-10[20 µM]	-7
CC(C)OCCCNC(=O)c1ccccc1Oc1ccccc1	-1.1	2	1	2	0	/	12	-8[20 µM]	-4
CCN(CC)c1ccc(NC(=O)Cn2cc3c(n2)CCC(C)C3)c(C)c1 (stereo unspecified)	-0.2	-1	0	10	3	0.63	29	0	4
Cc1ccc(C(=O)COC(=O)C2CC(=O)N(c3nc(-c4ccccc4)cs3)C2)cc1C (stereo unspecified)	0.7	-3	-9	3	-5	-0.14	-46	-20[20 µM]	-7
O=C(c1ccc(CNc2c(N3CCCC3)c(=O)c2=O)cc1)N1CCc2ccccc2C1	1.5	-9	3	14	3	-0.18	11	-8	-1
COc1ccc(C(=O)NCc2ccc(C(=O)NCC(OC)OC)cc2)cc1OC	1.6	-11	0	7	0	0.06	-29	-39	5
O=[N+]([O-])c1ccccc1-c1ccc(C(=S)N2CCCC2)o1	0.4	-5	-1	7	-2	-1.4	36	-16	0
CCOC(=O)Nc1ccc(S(=O)(=O)NC2CCCCC2)cc1	1.2	4	26	5	-1	-0.22	-8	-20	-3
N=c1ccn2c(n1)OC1C(O)C(CO)OC12 (stereo unspecified)	2.4	-1	-6	6	0	0.011	-17	-24	0
COc1ccccc1CNC(=O)C1CCCN1S(=O)(=O)c1cccc2cccnc12 (stereo unspecified)	-1.1	-4	4	6	0	/	-4	-28	-1
O=C(O)C1C2C=CC(C2)C1C(=O)NCc1ccccn1 (stereo unspecified)	1.0	3	-16	18	3	0.2	-7	-22	-6
COc1ccccc1CN=C1NC(=O)C(CC(=O)Nc2ccc(C(C)=O)cc2)S1 (stereo unspecified)	-0.4	-7	-7	-2	-10	-3	-36	-14	-4
O=C(NCc1ccco1)C(=O)NCC1OCCCN1S(=O)(=O)c1ccccc1 (stereo unspecified)	1.1	4	1	10	4	-0.07	-24	-15	-9
CCOC(Cn1ccc(=O)[nH]c1=O)OCC	1.1	-1	12	8	3	0.19	0	-11	0
CCOC(=O)N1CCN(C(=O)c2ccc3c(c2)NC(=O)C(N2CCOCC2)S3)CC1 (stereo unspecified)	1.3	4	/	17	19	/	14	-18	4
COc1cc(C2C(C#N)=C(N)Oc3c2c(-c2ccccc2)nn3-c2ccccc2)cc(OC)c1OC (stereo unspecified)	0.7	-12	1	9	-2	-0.56	-59	-19	-10
COCCN(C(=O)COc1ccccc1)c1nnc(-c2cccnc2)s1	0.2	0	5	7	1	0.22	-4	-13	2
CCn1nc(C(=O)Nc2ccc(S(=O)(=O)Nc3nccs3)cc2)c2ccccc2c1=O	-0.3	9	/	24	15	-1	-66	-9	11
Nn1c(SCC(=O)N2CCCCC2)nnc1-c1ccncc1	1.6	-8	9	-3	-3	-0.037	-1	-17[20 µM]	1
Cc1cc(C)nc(SCc2ccc(C(=O)NNC(=O)Nc3cccc(Cl)c3)cc2)n1	0.0	-3	-4	6	-1	-0.04	11	-28	-18
Cc1ccc2c(c1)c1ncn(CCC3=CCCCC3)c(=O)c1n2C	0.0	5	-4	11	3	/	-32	-9	0
O=C(Nc1nnc(SCc2c(Cl)cccc2Cl)s1)C1CCCO1 (stereo unspecified)	1.2	3	6	5	4	-0.3	17	-21[20 µM]	-9
CC(NC(=O)OCc1ccccc1)C(=O)NCC(=O)NC(Cc1ccc(OC(C)(C)C)cc1)C(=O)OC(C)(C)C (stereo unspecified)	-0.2	5	/	27	26	-0.52	-17	-5	-7
CCN(CC)C(=O)Cn1cc(C(=O)C(=O)NCc2cccs2)c2ccccc21	0.4	0	-1	11	0	0.75	-15	-29	4
CN(C)CCNC(C(=O)Nc1cc(Cl)cc(Cl)c1)c1ccccc1 (stereo unspecified)	-0.5	1	11	12	2	1.1	10	-18	2
O=C1NCCCC2c3cc(O)c4ccccc4c3OC12N1CCCCC1 (stereo unspecified)	1.2	1	-2	15	5	/	-70	-18	-15
CCCC(O)(CCC)C(=O)NN1CCCCC1	1.6	2	-7	13	-8	1.3	15	-26[20 µM]	14
COc1ccc(OC)c(-c2cc(C(=O)Nc3c(C)nn(Cc4ccccc4C)c3C)no2)c1	-0.7	4	-2	18	9	/	-3	-8	9
C#CCOCCOCCOCCNc1nc(N2CCN(C(=O)[C@H](CCCCN)n3cc([C@@H](N)C(C)CC)nn3)CC2)nc(N2CCN(C(=O)[C@H](CCCCN)n3cc([C@@H](N)CO)nn3)CC2)n1 (stereo partly specified)	2.2	-4	/	6	1	-1.6	22	-14	0
COc1ccc(/C(C)=N/NC(=S)Nc2cc(C)ccc2C)cc1	-0.2	-6	-7	13	7	25*	28	1	-1
O=C(CSc1ccc(-c2ccncc2)nn1)N1CCCCC1	-0.1	-6	-3	9	-2	0.53	-11	-21	-3
